PLCg1 inh: PLC-gamma1 (human) inhibition, primary screen; purified PLC-gamma1, fluorogenic substrate, fluorescence; inhibition, % at 12.2 µM; 0.84% of 370,000 active; AID 720700; in the data active means inhibition above about 9.5%
KLK7 zymogen act: proKLK7 (human) activation, primary screen; P49862; purified proKLK7, EDANS-DABCYL substrate fluorescence; 100% is mature enzyme control, 0% vehicle; 0.9% of 370,000 active; activation, % at 7 µM; AID 652039;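 active means activation above the mean of all tested compounds plus 3 SD, computed per campaign excluding outliers beyond control limits, cut at about 13% in these data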
Target sequence (P49862 whole entry, looked up): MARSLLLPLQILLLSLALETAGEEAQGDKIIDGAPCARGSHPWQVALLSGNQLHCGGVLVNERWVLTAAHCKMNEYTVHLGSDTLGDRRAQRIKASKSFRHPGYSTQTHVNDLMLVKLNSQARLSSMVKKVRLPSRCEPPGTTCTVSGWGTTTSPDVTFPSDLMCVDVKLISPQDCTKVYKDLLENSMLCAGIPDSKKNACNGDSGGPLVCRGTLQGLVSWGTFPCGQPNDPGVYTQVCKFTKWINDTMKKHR
ADAM17 inh: ADAM17 inhibition, QFRET primary screen; 0.83% of 370,000 active; recombinant ADAM17, EDANS/DABCYL FRET peptide cleavage; AID 720648; P78536; inhibition, % at 6.95 µM;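 active means inhibition above the mean of compounds lying between control limits plus 3 SD, set per campaign, cut at about 8.5% in these data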;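 further: 0% = DMSO-only wells as the low control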
MBD2 inh: inhibitors of human MBD2 binding to methylated oligonucleotide. AID 686964. TR-FRET. 0.31% of 370,000 active. Q9UBB5. inhibition, % at 4.4 µM; in the data active means inhibition above about 13%
Target sequence (Q9UBB5 whole entry, looked up): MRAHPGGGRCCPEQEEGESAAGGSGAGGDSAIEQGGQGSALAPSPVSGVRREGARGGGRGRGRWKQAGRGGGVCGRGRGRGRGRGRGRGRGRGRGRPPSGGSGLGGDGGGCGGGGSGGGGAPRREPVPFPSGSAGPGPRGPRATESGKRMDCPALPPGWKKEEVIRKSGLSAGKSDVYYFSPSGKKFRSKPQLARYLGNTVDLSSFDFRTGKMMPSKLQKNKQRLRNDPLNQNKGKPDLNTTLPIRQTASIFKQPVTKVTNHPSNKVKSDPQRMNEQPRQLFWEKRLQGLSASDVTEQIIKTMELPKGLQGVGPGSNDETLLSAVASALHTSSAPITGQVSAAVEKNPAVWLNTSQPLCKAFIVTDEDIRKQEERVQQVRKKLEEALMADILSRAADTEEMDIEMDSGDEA
ASAP1 inh: ASAP1 ArfGAP inhibition. inhibition, % at 16.5 µM. 0.19% of 360,000 active. ASAP1-stimulated ARF1 GTP hydrolysis, GDP FP detection. Q9ULH1; in the data active means inhibition above about 25%;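 further: 0% = vehicle with enzyme and substrate and 100% = no enzyme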
Target sequence (Q9ULH1 325-724 limits assumed): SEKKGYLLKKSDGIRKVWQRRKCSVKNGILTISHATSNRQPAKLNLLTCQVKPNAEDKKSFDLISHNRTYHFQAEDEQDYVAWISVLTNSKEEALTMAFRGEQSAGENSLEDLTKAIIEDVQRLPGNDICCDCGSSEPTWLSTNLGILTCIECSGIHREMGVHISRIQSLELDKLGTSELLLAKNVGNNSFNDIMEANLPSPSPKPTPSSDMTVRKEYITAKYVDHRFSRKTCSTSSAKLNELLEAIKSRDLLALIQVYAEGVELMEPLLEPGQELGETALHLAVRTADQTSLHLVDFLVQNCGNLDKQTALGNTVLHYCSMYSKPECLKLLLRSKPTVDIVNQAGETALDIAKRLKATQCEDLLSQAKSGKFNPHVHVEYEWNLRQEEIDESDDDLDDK
UHRF1 binding: blocks human UHRF1 binding to methylated DNA. AID 687016. Q96T88. inhibition, % at 4.4 µM. UHRF1 binding to methylated oligo, TR-FRET. 0.75% of 370,000 active; in the data active means inhibition above about 21%;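 further: UHRF1 SRA domain binding a hemimethylated CpG hairpin DNA probe; 0% = median of test compound wells and 100% = reference inhibitor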
Tn7 DDE FP: inhibitors of Tn7 peptide binding to human fibrin DD(E). FP displacement of FITC-Tn7 peptide from fibrin DD(E); 0% = median of compound wells per plate. 0.13% of 370,000 active. P02675. inhibition, % at 8.3 µM;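 active means inhibition above the mean of compounds falling within the control limits plus 3 SD of them, cut at about 14% in these data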;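 further: 0% = plate median of compound wells and 100% = 10 µM Aha-Tn7 peptide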
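Assay system: Human fibrin DD(E) protein | Medium: Tris buffer with calcium and detergent, pH 7.8 | Reagent: 0.1 µM fluorescent Tn7 | Compound dosing: Single point at 8.3 µM | Times: 10 min preincubation, 3 h with tracer, room temperature | Detection: Fluorescence polarization of the labelled Tn7 tracer | Controls: Aha-Tn7 high control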
Tn6 DDE FP: inhibitors of Tn6 peptide binding to human fibrin DD(E); inhibition, % at 8.3 µM; P02675; Fibrin DD(E) TRITC-Tn6 fluorescence polarization displacement; 0.21% of 370,000 active;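 active means inhibition above a per-campaign cutoff: mean of compounds within control limits plus 3 SD, cut at about 15% in these data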;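 further: 0% = median of all compound wells on the plate and 100% = blocking peptide control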
ARFGAP1 inhibitor: inhibits rat ARF GTPase activating protein 1. Q62848. Arfgap1-stimulated ARF1 GTP hydrolysis, GDP FP detection. inhibition, % at 16.5 µM. 0.26% of 360,000 active;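 active means inhibition above a per-plate limit, mean inhibition of low control wells plus 3 SD, cut at about 25% in these data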;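 further: 0% = DMSO wells with enzyme and 100% = wells lacking Arfgap1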
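Assay system: purified rat His6-Arfgap1 residues 1-136 (GAP domain); Reagent: human Δ17 ARF1 bound to GTP; Dosing: 16.5 µM single point, 1.26% DMSO; Times: GTP hydrolysis reaction 2 h at 25 °C; Signal: FP, GDP Alexa 633 tracer displaced from anti-GDP antibody, 620/688 nm; Measure: % inhibition from polarization.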
PLCb3 inh: inhibitors of human phospholipase C beta3; Q01970; Purified PLC-beta3, fluorogenic substrate, fluorescence; 0.18% of 370,000 active; inhibition, % at 12.2 µM; in the data active means inhibition above about 11%;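 further: 0% = median of compound wells on plate and 100% = full blocker control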
Numbers without * were called inactive; i = inactive; x = no result given.

PLCg1 inh	KLK7 zymogen act	ADAM17 inh	MBD2 inh	ASAP1 inh	UHRF1 binding	Tn7 DDE FP	Tn6 DDE FP	ARFGAP1 inhibitor	PLCb3 inh	SMILES
i	39*	i	1	1	-2	4	0	5	i	COC(=O)C1=CN(C(C)C)C=C(C(=O)OC)C1c1cccc(OC)c1
2	x	-4	2	x	2	-7	2	x	2	OC(c1ccccc1)(c1ccccc1)c1cnc2ccccn12
4	0.2	-8	3	1	7	-9	-1	9	6	O=C(c1nc2ccccc2s1)N1CCSCC1
2	0.7	0	-1	-9	-1	1	-4	3	4	CC1=C(C(=O)NCCc2ccc(C)cc2)C2(CCC(C)CC2)OC1=O (stereo unspecified)
1	-0.2	0	1	-6	-2	2	9	-5	-5	CC(C)c1nnc(NC(=O)C2CCCN2C(=O)Nc2ccccc2[N+](=O)[O-])s1 (stereo unspecified)
3	0.1	-1	4	-13	-2	-1	0	-1	6	COc1ccc(N2CC(NC(=O)Nc3ccccc3)CC2=O)cc1 (stereo unspecified)
-6	0.0	-1	-1	7	-2	9	3	12	-10	NNC(=O)c1ccc(COc2ccc(Br)cc2)o1
2	-0.5	-4	-2	7	-1	4	2	4	-10	COc1ccc(CCNc2ccc(S(=O)(=O)N3CCN(C)CC3)cc2[N+](=O)[O-])cc1
1	0.3	0	-1	-4	0	-2	3	-10	-5	Cc1c(C(=O)N(C)C(C)c2ccncn2)oc2c(F)cccc12 (stereo unspecified)
2	0.3	-1	-2	-2	1	-2	0	7	3	COc1ccc(C(=O)NC(=S)NCc2cccnc2)cc1OC
1	-0.2	-1	3	-11	-3	-3	-5	3	-2	O=C(CSc1nnnn1C1CCCC1)c1ccc2c(c1)OCCO2
0	0.0	-4	4	3	0	-4	2	9	-6	COc1cc(C)c(S(=O)(=O)NCc2cccnc2)cc1C
3	0.4	1	3	-12	0	-5	7	4	3	CC1(C(=O)Nc2cccc(S(=O)(=O)N3CCOCC3)c2)Cc2ccccc2C(=O)O1 (stereo unspecified)
-5	0.1	-1	-4	-6	0	-7	4	-9	-22	CCn1c(=O)n(CC)c2cc(N3CCCC3)c(NC(=O)c3cc(Br)ccc3OC)cc21
0	0.4	0	-2	0	-1	0	2	-1	0	CC(NC(=O)COC(=O)CCc1nc(=O)c2ccccc2n1C)c1ccccc1 (stereo unspecified)
3	0.4	3	-5	5	0	0	-4	6	1	CCC(C(=O)O/N=C(\N)c1ccc(Cl)cc1)c1ccccc1 (stereo unspecified)
0	0.9	0	0	-8	0	-6	3	-4	2	O=C1[C@H](Cc2ccccc2)NCCCC[C@H](c2ccc(Cl)cc2)N1Cc1ccccc1
0	-0.5	-1	1	-20	2	4	4	-2	2	Cc1csc2c(=O)[nH]cnc12
2	0.1	1	-3	-4	0	-6	2	-8	-4	O=C(N[C@@H]1C/C=C\C[C@@H](CC(=O)N(CCO)Cc2ccccc2)C(=O)N[C@@H](c2ccccc2)COC1=O)OCC1c2ccccc2-c2ccccc21
0	-0.7	0	2	-12	3	5	2	3	1	O=C(CC12CC3CC(CC(C3)C1)C2)N/N=C/c1ccncc1
-13	3.5	-12	-2	-3	-1	1	-13	9	-15	CCOc1ccc2cc(C#N)c(SCC(=O)OC)nc2c1
-1	-0.1	-1	1	-3	-2	0	-7	10	1	COc1ccc(-c2noc3c2-c2nc(C4CCCCC4)sc2CC3)cc1
2	0.5	-4	-7	25*	-1	-3	-4	11	0	c1ccc(-c2cc(-c3nnc4n3N=C(c3ccc5ccccc5c3)CS4)[nH]n2)cc1
2	-0.3	2	-1	-7	0	5	-1	0	0	CC(C)=CCN1CCN(Cc2ccc(C#CC(C)(C)O)s2)CC1CCO (stereo unspecified)
-5	-0.4	-3	3	0	-3	0	-49	13	-13	COc1cc(C2Nc3cccc4cccc(c34)N2)ccc1O
-4	0.1	-2	6	3	0	5	5	3	2	CCCCCCCCN1C(=O)[C@@H](CC(=O)NCCCOCCCC)C[C@@]2(C(=O)OC)C1=C[C@H](C(C)(C)C)O[C@@H]2C
-7	-1.8	-6	-9	6	1	-1	5	9	-8	CCOc1cc(NC(=S)Nc2ccccc2)c(OCC)cc1NC(=O)c1ccc(OC)cc1
0	-0.2	-1	6	12	1	-5	-5	-1	-9	COc1ccc(NC(=O)CCC(=O)N2CCOCC2)c([N+](=O)[O-])c1
-2	0.1	0	1	-6	1	5	0	7	-2	CC1/C(=N/O)CC(c2ccccc2)N(C)C1c1ccccc1 (stereo unspecified)
2	-0.7	8	-3	x	2	-2	-3	x	1	CC1=CC2(C(Cc3ccccc3)N(CC3CC3)C(=NC(=O)c3ccccc3)N2C(=O)OCc2ccccc2)n2c(=O)n(-c3ccccc3)c(=O)n2C1 (stereo unspecified)

3 entries out of the list above, arranged by the value under PLCg1 inh, highest first:
| mol | PLCg1 inh |
| --- | --- |
| Cc1c(C(=O)N(C)C(C)c2ccncn2)oc2c(F)cccc12 (stereo unspecified) | 1 |
| O=C(CC12CC3CC(CC(C3)C1)C2)N/N=C/c1ccncc1 | 0 |
| CCOc1cc(NC(=S)Nc2ccccc2)c(OCC)cc1NC(=O)c1ccc(OC)cc1 | -7 |

Other results follow.
PLCg1 inh	KLK7 zymogen act	ADAM17 inh	MBD2 inh	ASAP1 inh	UHRF1 binding	Tn7 DDE FP	Tn6 DDE FP	ARFGAP1 inhibitor	PLCb3 inh	SMILES
0	0.7	6	0	8	0	1	-3	22	0	CC(O)(c1cccc(F)c1)c1nc(-c2csc3ccccc23)cs1 (stereo unspecified)
-5	-17	-8	-4	1	-3	0	0	7	-5	COc1nc(-c2ccccc2)ccc1-c1noc(COc2ccccc2)n1
-16	-0.3	-4	-6	20	-3	3	-7	-1	-20	COc1cc(/C=N/NC(=O)c2cc(-c3ccc4c(c3)OCO4)n[nH]2)ccc1O
0	0.9	-3	1	-7	-1	3	0	5	-4	COc1ccc(-c2csc(NC(=O)CCCc3nc4ccccc4c(=O)[nH]3)n2)cc1OC
2	1.1	11*	-3	-2	2	-4	0	12	5	O=C(Nc1ccc(F)cc1)c1ccccc1Oc1ccc(C(F)(F)F)cc1[N+](=O)[O-]
3	-0.5	-1	0	-1	-4	-1	6	-15	-2	O=C(C1=C(O)C(=O)N(CCN2CCOCC2)C1c1ccccc1)c1cccs1 (stereo unspecified)
-7	0.1	-14	-6	12	-6	-4	7	6	-5	Cc1ccc2cc3cc(C(=O)N4CCCCC4C)oc3nc2c1 (stereo unspecified)
i	-12	-85	-5	-5	2	-3	-10	-9	i	CC1(C)CC(n2c(NCCO)nc3c(c2=O)C2(CCCC2)Cc2ccccc2-3)CCO1 (stereo unspecified)
2	0.6	-2	4	-15	1	-1	5	12	3	CCOc1cc2c(cc1OCC)C(c1ccccc1)N(c1ccccc1)C(=O)C2 (stereo unspecified)
-8	1.1	-8	1	6	-1	5	-8	8	-14	Cc1cc(C)c2oc(C(=O)NCCc3ccc(S(N)(=O)=O)cc3)cc(=O)c2c1
4	0.1	4	4	-6	5	1	-8	5	2	Cc1noc(C)c1CSc1nnc2sc3ccccc3n12
-1	0.2	-2	0	-4	-4	-3	-2	6	3	O=C(Nc1ccc(C(=O)N2CCCC2)cc1)C1CCCC1
2	-0.4	3	-3	-10	1	-7	5	-4	2	O=S(=O)(CCc1nnc(-c2ccccc2)o1)c1ccc2ccccc2c1
-1	0.1	0	-6	-6	-1	0	1	-5	-8	Cc1occc1C(=O)Nc1sccc1C(N)=O
-2	-1.4	0	3	2	1	1	-6	-2	-9	CC(C)NS(=O)(=O)c1ccc(CCC(=O)NCc2ccccn2)cc1
2	0.4	2	-1	-3	-1	5	-5	-12	-5	O=C(Nc1c2c(nn1-c1cccc(Cl)c1)CS(=O)(=O)C2)c1ccc2c(c1)OCO2
-1	0.0	0	5	-13	2	4	-7	-4	-2	O=c1[nH][nH]c2c1[C@H](C1CCCC1)O[C@H](CCc1ccccc1)C2
2	0.3	0	2	6	1	-4	-4	3	-1	COC(=O)c1ccc(-n2cncn2)c([N+](=O)[O-])c1
-27	1.1	-17	-1	-6	-3	-3	-8	4	-26	Cc1cc(C)n2cc(CSCc3ccco3)nc2n1
-3	0.8	-10	-2	-2	3	-1	0	1	-7	FC(F)(F)C(F)(F)c1nc2nc(Cl)c(Cl)nc2[nH]1
0	0.9	-6	2	-9	27*	1	-5	11	2	COc1ccc(N2CC(C(=O)Nc3ncccc3C)CC2=O)cc1 (stereo unspecified)
2	0.0	-5	2	8	3	2	4	-5	-3	COc1cnn(C(C)(C)C)c(=O)c1Cl
2	0.6	1	-5	-4	0	-8	1	-9	-1	CC(C)OC(=O)c1cc(-c2ccc(C=O)o2)ccc1Cl
i	-41	-147	-1	-4	-3	12	3	3	i	COc1cc(C2CC(c3c(C)cc(C)[nH]c3=O)=NN2c2ccccc2F)cc(OC)c1OC (stereo unspecified)
-156	-0.2	-10	1	0	1	-4	11	-3	-160	CCN1c2ccccc2NC2C1C(C(C)=O)C(=O)N2c1ccc(Cl)cc1 (stereo unspecified)
-3	0.1	-4	-8	-8	-3	1	4	-4	-9	Cc1ccc(-c2csc3ncn(CC(=O)NCC(c4ccco4)N4CCCC4)c(=O)c23)cc1 (stereo unspecified)
-13	-0.9	-5	3	15	2	-2	-5	-2	-23	Cc1sc2nc(CSCC(=O)Nc3ccc(N4CCOCC4)cc3)[nH]c(=O)c2c1C
7	0.6	2	2	3	4	-6	8	-1	3	OC1(c2ccccc2)CN(c2ccccc2)C2=[N+]1CCS2 (stereo unspecified)
3	-0.4	0	0	-4	1	1	3	8	2	CCN(Cc1nc(-c2cccc(Cl)c2)no1)CC1CCCO1 (stereo unspecified)
-13	-0.6	-3	0	-8	-7	-6	-5	13	-23	CNc1sc(C(=O)c2ccc(F)cc2)c(N)c1-c1nc2ccccc2s1
1	-0.6	0	-6	-1	-1	-4	-2	-5	4	O=C(Oc1ccc2cc(Br)ccc2c1)c1cccnc1
-4	0.2	-1	-3	-2	0	-1	-11	7	-7	Nc1[nH]c(C(=O)c2ccccc2)c(-c2ccccc2C(F)(F)F)c1C(=O)NCc1cccc2ccccc12
-74	0.3	-48	-7	4	-19	3	1	-19	-96	Cc1cc(=O)oc2c(C)c3occc3cc12
1	0.2	-2	4	-1	1	0	3	-4	-5	CC(=O)N1CCN(C23CC4CC(CC(C4)C2)C3)CC1
1	-0.3	-2	-6	2	0	-1	1	-2	2	c1ccc(Nc2nc(N3CCCC3)nc(N3CCOCC3)n2)cc1
-2	0.6	0	-4	-1	-2	9	8	1	-1	Cc1cc(C)n(-c2nc3nonc3nc2Nc2cccc(C)c2C)n1
1	0.8	0	-3	-16	-2	-5	1	5	2	COC(C[C@H](O)C[C@H](O)COCc1ccccc1)OC

Screening data deposited in PubChem by The Scripps Research Institute Molecular Screening Center.
